Compound activity as filed in PubChem BioAssay.
APP 5UTR inh: inhibitors of APP translation via 5'UTR reporter, primary screen, APP 5'UTR luciferase, SH-SY5Y cells; SH-SY5Y APP 5'UTR-luciferase reporter, luminescence; inhibition, % at 2 µM; 190,000 tested, 0.82% active; AID 1285, 2008;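 active = inhibition above a set limit, derived from the sample mean plus 3 SD, cut at about 45% in these data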; also: values of inactives mirror those of a sister screen read the other way
FLuc stim CS: FLuc activators, initial screening, artefact control for FLuc-dependent activation tests, biochemical, ATPlite luminescence; 200,000 tested, under 10 active; ATPlite luciferase biochemical, 10 min; 0 = ATP-free wells, 1 = DMSO control; activation factor at 10 µM;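 active = luciferase activation factor, scaled between plate controls, of at least 2 with compound at 10 µM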
Target sequence (P08659 whole entry, looked up): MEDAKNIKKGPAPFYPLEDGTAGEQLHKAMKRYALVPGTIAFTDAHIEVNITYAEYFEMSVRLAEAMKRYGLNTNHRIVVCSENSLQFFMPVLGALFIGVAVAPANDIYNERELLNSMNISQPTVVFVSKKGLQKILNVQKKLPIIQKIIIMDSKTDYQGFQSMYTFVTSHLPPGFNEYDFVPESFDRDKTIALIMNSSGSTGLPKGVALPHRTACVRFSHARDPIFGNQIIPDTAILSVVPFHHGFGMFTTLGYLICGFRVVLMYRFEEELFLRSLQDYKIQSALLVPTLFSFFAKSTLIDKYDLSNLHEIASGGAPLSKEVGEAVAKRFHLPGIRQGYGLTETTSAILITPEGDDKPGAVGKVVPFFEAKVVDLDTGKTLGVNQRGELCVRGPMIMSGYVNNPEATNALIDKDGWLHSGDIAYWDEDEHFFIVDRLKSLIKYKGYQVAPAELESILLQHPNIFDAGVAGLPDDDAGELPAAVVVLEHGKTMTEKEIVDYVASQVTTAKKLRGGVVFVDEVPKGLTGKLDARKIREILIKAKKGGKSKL
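System: cell-free luciferase reagent; medium: PBS as buffer for the ATP substrate; doses: test compounds dosed from 2 mM stocks in 100% DMSO; incubation: 10 min, room temperature; measured by: luminescence from luciferase reaction; read-out: luciferase activation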
TNAP inh hiacc: human TNAP enzyme inhibitors, primary screen, biochemical, luminescent, high phosphate acceptor level, uHTS; 200,000 tested, 0.03% active; purified TNAP, CDP-star luminescence, 1 M DEA; inhibition, % at 20 µM;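 active = over 50% inhibition of tissue-nonspecific alkaline phosphatase at 20 µM in the single-dose screen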;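 also: plate controls were DMSO wells for no effect and EDTA-quenched wells as full inhibition for full effect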
Target sequence (P05186 whole entry, looked up): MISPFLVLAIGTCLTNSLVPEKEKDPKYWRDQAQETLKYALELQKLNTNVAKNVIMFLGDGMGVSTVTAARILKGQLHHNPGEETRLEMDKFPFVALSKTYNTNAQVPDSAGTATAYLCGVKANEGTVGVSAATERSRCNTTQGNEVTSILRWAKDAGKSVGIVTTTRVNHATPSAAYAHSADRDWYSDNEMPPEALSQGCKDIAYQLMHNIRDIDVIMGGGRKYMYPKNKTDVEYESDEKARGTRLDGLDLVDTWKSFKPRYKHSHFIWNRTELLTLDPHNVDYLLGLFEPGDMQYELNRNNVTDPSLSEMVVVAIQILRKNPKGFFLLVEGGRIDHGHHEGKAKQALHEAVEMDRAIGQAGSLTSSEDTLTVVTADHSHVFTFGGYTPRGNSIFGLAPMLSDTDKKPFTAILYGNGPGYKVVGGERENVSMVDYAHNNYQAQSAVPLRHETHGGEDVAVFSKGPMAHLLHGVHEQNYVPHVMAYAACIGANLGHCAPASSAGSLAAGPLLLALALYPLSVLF
TNAP inh noacc: human TNAP enzyme inhibitors, primary screen, biochemical, luminescent, no phosphate acceptor, uHTS; Alkaline phosphatase, tissue-nonspecific isozyme (Homo sapiens), P05186; inhibition, % at 20 µM; purified TNAP, CDP-star luminescence, 30 min; AID 1012, 2008; 200,000 tested, 0.26% active;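 active = tissue-nonspecific alkaline phosphatase inhibition above about 50% at 20 µM in the single-dose screen, limit read from the data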;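 also: 0% = DMSO negative control and 100% = EDTA positive control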
bIAP activator: bovine intestinal alkaline phosphatase activators, primary screen, biochemical, bovine IAP, CDP-star luminescence | activation factor at 20 µM | 200,000 tested, 0.17% active | purified bovine IAP, 30 min; hits give high values; fold of DMSO-control signal, blank-subtracted | alkaline phosphatase, intestinal [Bos taurus];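 active = activation factor of 2 or more at 20 µM, a signal rise over negative controls twice the positive control's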
bIAP inh: bovine intestinal alkaline phosphatase inhibitors, primary screen, selectivity assay for TNAP inhibitor project, biochemical, bovine IAP, CDP-star luminescence. alkaline phosphatase, intestinal [Bos taurus]. purified bovine IAP, 30 min. inhibition, % at 20 µM. AID 1019, 2008. 190,000 tested, under 10 active;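 active = over 50% inhibition of intestinal alkaline phosphatase at 20 µM in the single-dose screen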
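test system = bovine IAP enzyme | medium = DEA buffer 100 mM, pH 9.8, with MgCl2 1.0 mM, ZnCl2 0.02 mM | detection = luminescence | dosing = single compound dose of 20 µM, 2% DMSO final | incubation = 30 min reaction at room temperature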
Lmaj promast: Leishmania major promastigote growth inhibition, primary screen; 200,000 tested, 9% active; Leishmania major promastigotes, resazurin fluorescence viability; inhibition, % at 10 µM; in the data active = inhibition above about 50%;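 also: promastigotes grown with compound for 44 hours at 28 °C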
TNAP act hiacc: TNAP activators at high phosphate acceptor level, primary screen, biochemical, luminescence, uHTS. Alkaline phosphatase, tissue-nonspecific isozyme (Homo sapiens), P05186. purified TNAP, CDP-star luminescence, 1 M DEA, 30 min; hits give high values; 0 = EDTA background, 1 = DMSO-only activity. activation factor at 20 µM. 200,000 tested, under 10 active;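 active = activation factor at least 2 at 20 µM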
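Assay system: human TNAP; Input: enzyme diluted 1/800 final; Reagent: CDP-star luminogenic substrate at 100 µM final; Timing: 30 min, room temperature; Signal: luminescence; Evaluation: TNAP activation factor scaled between EDTA and DMSO control wells.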
RAM network inh: inhibitors of the yeast RAM network, primary screen, dse1pr::URA3 reporter, 5-FOA selection. inhibition, % at 50 µM. AID 868, 2007. 190,000 tested, 1.8% active. S. cerevisiae dse1pr::URA3 reporter, 5-FOA growth OD615, 2 d; analog-sensitive cbk1-as2 kinase mutant strain;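 active = inhibition above a set limit, 3 SD over mean compound inhibition, cut at about 8.4% in these data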;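 also: 0% = DMSO-only wells with no growth and 100% = 10 µM 1-NA-PP1 full growth; inhibition rescues growth on 5-FOA so higher OD means more RAM inhibition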
FLuc inhib CS: firefly luciferase enzyme inhibitors, primary screen, artefact control for luciferase-based inhibitor screens, biochemical, luminescence, ATPLite; 10 min; inhibition, % at 10 µM; 200,000 tested, 1.5% active; AID 1006, 2008;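 active = inhibition above about 50% when tested at 10 µM, limit read from the data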
Numbers without * were called inactive; / = no result given.

[1] O=C(c1sc2cc(F)ccc2c1Cl)N1CCN(c2cccc(Cl)c2)CC1
[2] CCOP(=O)(OCC)C(NC(=O)Nc1ccc(C)c(Cl)c1)c1ccccc1 (stereo not given)
[3] O=C1CN(C(=O)COC(=O)CNC(=O)c2ccccc2)c2ccccc2N1
[4] O=c1nc(-c2ccccc2)n(-c2ccc(Cl)cc2)[nH]1
[5] CC/C(=C(\c1ccc(O)cc1)c1ccc(OCCN(C)C)cc1)c1ccccc1
[6] Fc1cccc(Cl)c1-c1nnc2ccc(N3CCOCC3)nn12
[7] COC(=O)c1ccccc1NC(=O)C12CC3CC(C1)CC(n1cnc(Cl)n1)(C3)C2
[8] Cc1ccc(-c2nnn(Cc3nc(N)nc(N4CCOCC4)n3)n2)cc1

Screen / compound no.,1,2,3,4,5,6,7,8
APP 5UTR inh,-5,-5,-9,-3,-26,10,-21,-4
FLuc stim CS,1.1,1.1,1.1,1,1,1,1.1,1.1
TNAP inh hiacc,-4,-5,-8,3,-4,1,2,-4
TNAP inh noacc,-9,-23,-7,-12,-6,-3,-3,-3
bIAP activator,1,1.1,0.9,1.1,1,1,0.9,1
bIAP inh,2,-6,11,-10,0,-5,10,1
Lmaj promast,-6,2,42,-5,/,0,10,-8
TNAP act hiacc,1,1,1.1,1,1,1,1,1
RAM network inh,6.5,3.7,1.7,2.2,/,0.0,-1.0,5.8
FLuc inhib CS,-6,-6,-10,-2,1,-3,-5,-9

[9] CCOC(=O)c1cc(C(C)(C)C)oc1CNC(=O)c1c(C)oc2c1CCCC2
[10] CC1CCCCN1C(=O)CNCC1CCCO1 (stereo not given)
[11] O=C(Nc1ccccc1)Nc1cccc(-c2cn3cccnc3n2)c1
[12] COc1ccc(-c2cc(C(=O)O)c3sc(N4CCCCC4)nc3n2)cc1OC
[13] CC(C)(C)OC(=O)N[C@@H](Cc1ccccc1)c1nnc(SCC(=O)c2ccc(Cl)cc2)o1
[14] COc1ccc(CNC(=O)C2CCCN(Cc3nc(-c4cccc(C)c4)oc3C)C2)cc1 (stereo not given)
[15] COc1ccccc1C(=O)Nc1cc(Cl)ccc1O
[16] Cc1ccc(NC2(c3nnnn3-c3c(C)cccc3C)CCCCC2)cc1

Screen / compound no.,9,10,11,12,13,14,15,16
APP 5UTR inh,-3,10,-15,-2,-7,-19,10,8
FLuc stim CS,1.1,1.1,0.7,0.8,1,1.1,1.1,1
TNAP inh hiacc,-5,-3,0,-6,-7,-7,-7,-6
TNAP inh noacc,-10,-4,-3,-14,-5,-9,-9,-24
bIAP activator,0.8,1,1,1.1,0.7,1.1,0.9,0.9
bIAP inh,17,0,0,-7,31,-13,14,13
Lmaj promast,5,-4,31,52*,5,34,13,97*
TNAP act hiacc,1.1,1,1,1.1,1.1,1.1,1.1,1.1
RAM network inh,3.6,0.0,-1.4,1.4,0.7,-0.1,2.0,2.1
FLuc inhib CS,-8,-8,33,21,-2,-7,-6,-4

[17] COc1cc(CC(=O)Nc2cccc(SC)c2)cc(OC)c1OC
[18] O=c1c2c(nc3n1CCCCC3)-c1ccccc1CC21CCCC1
[19] COc1cc(OC)cc(C(=O)NCC(=O)N2CCC(C)CC2)c1
[20] COc1ccc(OC(=O)COc2ccc(C)cc2)cc1
[21] COc1ccc(-n2c(C)nc3sc4c(c3c2=O)CCCC4)cc1
[22] Cc1ccc(S(=O)(=O)N(C)c2ccc(C(=O)N3CCc4ccccc4C3)cc2)cc1
[23] O=C(O)CCN1C(=O)C2CCCCC2C1=O (stereo not given)
[24] Cc1nn(CC2CC2)c(=O)n1-c1ccccc1F

Screen / compound no.,17,18,19,20,21,22,23,24
APP 5UTR inh,-22,7,8,-5,6,0,-13,-7
FLuc stim CS,1.1,1.1,1.1,1,1,1.1,1,1
TNAP inh hiacc,-3,-2,-6,-5,-1,-6,2,6
TNAP inh noacc,-11,1,-15,-14,-8,-10,-10,-8
bIAP activator,1,1,0.8,1,1.1,1,1,1.1
bIAP inh,2,-2,20,-3,-12,2,2,-6
Lmaj promast,16,7,-6,-5,16,0,-1,-6
TNAP act hiacc,1,1,1.1,1.1,1,1.1,1,0.9
RAM network inh,0.5,1.8,-0.3,1.4,-0.2,5.7,0.3,-0.1
FLuc inhib CS,-6,-8,-8,-3,-2,-8,-4,-2

Overlap with the part before: two entries; new compounds follow.
[23] O=C(O)CCN1C(=O)C2CCCCC2C1=O (stereo not given)
[24] Cc1nn(CC2CC2)c(=O)n1-c1ccccc1F
[25] CCNC(=O)/N=C1/NC(=O)C(C(C)C)O1 (stereo not given)
[26] CCOc1cc(C(=O)N(C)c2ccccc2)cc(OCC)c1OCC
[27] CCOc1ccc(CN(CCO)CCO)cc1C(=O)OC
[28] CCCCn1c(=O)c(CC(C)=O)nc2ccccc21
[29] Cc1ccc(S(=O)(=O)CC(=O)N(C)C)cc1
[30] CSc1ccccc1C(=O)NCc1ccc(S(N)(=O)=O)cc1
[31] COc1cccc(CNCC(=O)Nc2ccc(N3CCOCC3)cc2)c1
[32] COc1cc(NS(=O)(=O)c2ccc(NC(=S)NC(=O)C3CCCC3)cc2)nc(OC)n1

Screen / compound no.,23,24,25,26,27,28,29,30,31,32
APP 5UTR inh,-13,-7,0,-7,8,-14,-32,-7,-7,/
FLuc stim CS,1,1,1.1,1.1,1,1,1,1.1,1,1.1
TNAP inh hiacc,2,6,-6,-2,-5,1,-5,-1,-1,0
TNAP inh noacc,-10,-8,-10,-2,-16,-6,-12,-19,-6,-4
bIAP activator,1,1.1,0.9,1,0.9,1,0.9,0.9,1,1
bIAP inh,2,-6,10,3,8,3,10,6,-5,4
Lmaj promast,-1,-6,-7,-4,-1,1,-6,-7,-4,-12
TNAP act hiacc,1,0.9,1.1,1,1,1,1,1,1,1
RAM network inh,0.3,-0.1,0.9,1.3,0.7,1.9,-0.7,-0.3,-0.5,0.8
FLuc inhib CS,-4,-2,-7,-5,-4,-5,-4,-6,-3,-6

From compound 31 up to 32, copied from above:
[31] COc1cccc(CNCC(=O)Nc2ccc(N3CCOCC3)cc2)c1
[32] COc1cc(NS(=O)(=O)c2ccc(NC(=S)NC(=O)C3CCCC3)cc2)nc(OC)n1

Screen / compound no.,31,32
APP 5UTR inh,-7,/
FLuc stim CS,1,1.1
TNAP inh hiacc,-1,0
TNAP inh noacc,-6,-4
bIAP activator,1,1
bIAP inh,-5,4
Lmaj promast,-4,-12
TNAP act hiacc,1,1
RAM network inh,-0.5,0.8
FLuc inhib CS,-3,-6

Next part
[33] Cc1ccc(C(=O)c2cc([N+](=O)[O-])ccc2N2CCCCC2)c(C)c1
[34] COc1ccc(C2NC(=O)NC(C)=C2C(=O)OCc2ccc3c(c2)OCO3)cc1OC (stereo not given)
[35] CN1CCN(c2c(F)cc3c(=O)c(C(=O)O)cn(CCF)c3c2F)CC1
[36] Cn1nc(C(=O)Nc2cccc(C(F)(F)F)c2)ccc1=O
[37] Cc1nc(SCC(=O)Nc2ccc3c(c2)OCCO3)nc(C)c1C
[38] COc1ccc(/C=C/C(=O)OCC(=O)NCCC2=CCCCC2)cc1OC
[39] O=C(Nc1cccc(Cl)c1Cl)c1ccncc1
[40] O=C(CN1CCc2ccccc2C1)NCc1ccco1

Screen / compound no.,33,34,35,36,37,38,39,40
APP 5UTR inh,96*,22,/,-1,0,6,12,-20
FLuc stim CS,1.1,1,1,1.1,1,1.1,1,1
TNAP inh hiacc,6,4,-8,-6,-4,-3,2,-4
TNAP inh noacc,-16,1,-11,-9,-7,-6,-4,-6
bIAP activator,1,0.8,0.9,0.9,1,1,1,1.1
bIAP inh,0,17,5,9,3,1,3,-12
Lmaj promast,26,7,/,99*,6,-1,-4,8
TNAP act hiacc,0.9,1,1.1,1.1,1,1,1,1
RAM network inh,7.5,3.4,/,1.4,0.8,0.2,1.2,0.3
FLuc inhib CS,-10,5,-4,-10,0,-5,-2,0

[41] COc1cccc(N2CCN(CC(=O)Nc3ccc(SC(F)F)cc3)CC2)c1
[42] NC(=O)c1ccccc1NS(=O)(=O)Cc1ccc(Cl)cc1
[43] O=C(c1ccco1)N1CCN(C(c2ccc(F)cc2)c2nnnn2Cc2cccs2)CC1 (stereo not given)
[44] O=C(C1=C[C@@H](c2csc3ccccc23)C[C@@H](OCc2ccc(CO)cc2)O1)N1CCN(Cc2ccc3c(c2)OCO3)CC1
[45] NC(=O)C1CCN(CCC(=O)Nc2ccc(Br)cc2)CC1
[46] CCCOc1ccc(-c2cc(C(=O)NCC3CCCO3)c3ccccc3n2)cc1 (stereo not given)
[47] Cc1ccccc1OCc1nc2c3c(ncn2n1)-c1ccccc1CC31CCCC1
[48] CCOC(=O)C1CSC2(CCC(c3ccccc3)CC2)N1 (stereo not given)

Screen / compound no.,41,42,43,44,45,46,47,48
APP 5UTR inh,-8,-2,-3,13,2,-16,-1,-24
FLuc stim CS,1.1,1,1.1,1,1.1,0.6,1,1
TNAP inh hiacc,0,-3,-7,-8,-6,-2,3,-3
TNAP inh noacc,-12,-12,-11,-12,-6,-17,-10,-17
bIAP activator,0.9,1,1,1,0.9,1.1,1,0.9
bIAP inh,12,4,-4,3,6,-8,-5,14
Lmaj promast,-10,-10,37,73*,-1,12,4,-4
TNAP act hiacc,1,1,1.1,1.1,1.1,1,1,1
RAM network inh,-1.3,1.2,1.9,0.0,2.3,0.9,11*,-0.2
FLuc inhib CS,-9,-2,-7,-3,-6,40,-2,-4

[49] Cc1ccccc1CC1(CO)CCCN(C(=O)c2ccccc2Cl)C1 (stereo not given)
[50] N#Cc1c(-c2ccccc2)nc(-c2ccncc2)[nH]c1=O
[51] C=CCn1c(SCCCCCC)nc(O)cc1=O
[52] COCC(C)NC(=O)c1cc(-c2ccccc2OC)on1 (stereo not given)
[53] COC(=O)c1cc2ccccc2c(=O)s1
[54] NS(=O)(=O)c1cccnc1Nc1cccc(Cl)c1Cl
[55] CC(=O)c1cccc(NC(=O)CN(c2ccc(F)cc2)S(C)(=O)=O)c1
[56] Cc1ccc(C)c(/C(O)=C2\C(=O)C(=O)N(CCCn3ccnc3)C2c2ccncc2)c1 (stereo not given)

Screen / compound no.,49,50,51,52,53,54,55,56
APP 5UTR inh,-3,69*,-58,-28,-8,-10,6,-5
FLuc stim CS,1.1,1,1,1,1,1,1.1,1
TNAP inh hiacc,-4,-3,0,-6,-3,50*,-7,-4
TNAP inh noacc,-7,-10,-6,-4,-10,29,-16,-2
bIAP activator,0.9,1.1,0.9,0.9,0.9,0.9,0.9,1.1
bIAP inh,12,-11,9,6,7,11,13,-15
Lmaj promast,-1,-6,-10,0,-4,10,7,-4
TNAP act hiacc,1,1,1,1.1,1,0.5,1.1,1
RAM network inh,2.4,2.0,/,0.5,1.4,2.3,-1.1,-0.3
FLuc inhib CS,-10,0,0,4,0,-4,-6,-3
